# FBW7 activator: activators of human E3 ligase FBW7. AID 1259310. Q969H0. normalized activity (activation), % at 26.1 µM. hit rate 0.13% among 650,000. AlphaScreen FBW7–phospho-cyclin E peptide binding, activator screen; in the data active = normalized activity above about 1.9%;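 note: purified mutant Fbw7 with reduced substrate affinity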
# GPR151 ag: human GPR151 activation; PathHunter beta-arrestin GPR151 cells, luminescence; hit rate 1% among 650,000; activation, % at 11.2 µM; Q8TDV0; in the data active = activation above about 4.9%;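 note: 0% = median of compound wells and 100% = cells with positive control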
# Target sequence (Q8TDV0 whole entry, looked up): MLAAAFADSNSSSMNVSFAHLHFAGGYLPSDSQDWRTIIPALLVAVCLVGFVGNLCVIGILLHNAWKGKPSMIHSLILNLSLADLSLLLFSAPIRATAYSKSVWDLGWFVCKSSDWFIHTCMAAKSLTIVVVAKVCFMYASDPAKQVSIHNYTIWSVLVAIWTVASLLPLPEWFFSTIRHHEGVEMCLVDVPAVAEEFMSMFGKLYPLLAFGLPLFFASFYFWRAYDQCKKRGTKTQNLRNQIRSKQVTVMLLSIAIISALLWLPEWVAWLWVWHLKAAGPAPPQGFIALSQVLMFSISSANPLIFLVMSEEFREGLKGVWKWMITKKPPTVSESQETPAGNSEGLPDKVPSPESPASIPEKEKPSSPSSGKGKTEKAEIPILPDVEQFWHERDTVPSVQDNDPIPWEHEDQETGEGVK
# MITF primary: inhibitors of human MITF; inhibition, % at 2.6 µM; O75030; AlphaScreen MITF homodimerization, bead proximity signal; hit rate 0.91% among 650,000; in the data active = inhibition above about 50%;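 note: 0% = vehicle wells with protein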
# Target sequence (O75030 whole entry, looked up): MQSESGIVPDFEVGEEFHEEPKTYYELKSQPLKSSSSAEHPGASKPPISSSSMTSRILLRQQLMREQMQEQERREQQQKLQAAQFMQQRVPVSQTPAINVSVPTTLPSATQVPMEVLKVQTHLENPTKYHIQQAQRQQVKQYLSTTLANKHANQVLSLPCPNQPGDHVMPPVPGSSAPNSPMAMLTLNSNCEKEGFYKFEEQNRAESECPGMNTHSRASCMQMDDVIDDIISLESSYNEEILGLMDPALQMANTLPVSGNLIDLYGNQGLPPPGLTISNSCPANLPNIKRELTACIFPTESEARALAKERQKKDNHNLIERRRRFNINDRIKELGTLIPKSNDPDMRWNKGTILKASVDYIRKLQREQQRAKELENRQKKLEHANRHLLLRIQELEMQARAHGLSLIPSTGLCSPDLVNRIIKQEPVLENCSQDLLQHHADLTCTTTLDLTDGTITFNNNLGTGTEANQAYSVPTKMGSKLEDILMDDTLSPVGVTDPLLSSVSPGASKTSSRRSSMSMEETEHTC
# TEAD-YAP inh: TEAD-YAP interaction inhibition; HEK-TIYL cells, TEAD-Gal4/YAP UAS-luciferase luminescence; inhibition, % at 9.12 µM; hit rate 1.4% among 640,000; AID 1259422; in the data active = inhibition above about 32%;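 note: 0% = median of test compound wells and 100% = reference inhibitor wells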
# Numbers without * were called inactive; & = joins results of further samples.
# The line under a structure holds: FBW7 activator	GPR151 ag	MITF primary	TEAD-YAP inh
CC(C)C(=O)Nc1ccccc1N1CCN(c2ccccc2)CC1
  0.0	1.4	-4.7	-8.9
CC(Sc1nc2ccc([N+](=O)[O-])cc2s1)C(=O)NC(c1ccccc1)c1ccccc1 (configuration not stated)
  -0.1	0.5	-11.4	-5.1
COc1ccc(NC(=O)/C(=C\c2ccc3c(c2)OCO3)NC(=O)c2ccccc2Cl)cc1
  -0.1	1.6	3.4	0.2
COc1ccc(C(=O)Nc2ccc3oc(-c4ccc(-c5ccccc5)cc4)nc3c2)cc1Br
  0.0	1.3	17.3	0.8
CC(C)(C)OC(=O)NC(Cc1ccccc1)C(=O)NCC(N)=O (configuration not stated)
  0.4	-1.7	13.9	-7.4
CC(C(=O)N1CCc2ccccc21)N1CCc2ccccc2C1 (configuration not stated)
  -0.1	0.2	3.1	1.0
CC(=O)N1C2C=CC(C2)C1(C(F)(F)F)C(F)(F)F (configuration not stated)
  0.4	0.5	0.8	-2.7
O=C(NCc1ccncc1)/C(=C/c1ccc(-c2cccc(Cl)c2)o1)NC(=O)c1ccccc1
  -0.1	-0.3	6.8	1.6
COc1ccc(N=C2SC(C(=O)Nc3ccc(C)cc3C)CC(=O)N2CCc2ccc(OC)c(OC)c2)cc1 (configuration not stated)
  0.0	-1.2	-6.5	9.8
COc1ccc(CCN(C)C2CCCN(C3CCN(C(C)=O)CC3)C2)cc1OC (configuration not stated)
  0.1	1.4	-12.3	10.0
CN(Cc1ccccc1)C(=O)c1ccc(CN2CCc3ccccc3C2)cc1
  -0.2	0.7	-2.8	4.8
CN(C)CCOc1cc(-c2ccncc2)ccc1NC(=O)C1COc2ccc(F)cc2C1 (configuration not stated)
  0.1	0.3	32.5	1.5
O=S(=O)(NCC(c1ccc(F)cc1)N1CCOCC1)c1ccc2c(c1)OCCO2 (configuration not stated)
  0.0	-1.0	55.3*	5.4
COc1ccc(CNCCSc2nnnn2C)cc1
  0.1	-0.3	15.4	11.6
O=S(=O)(NCCc1ccc(Cl)cc1)c1ccc(S(=O)(=O)N2CCOCC2)cc1
  0.2	-2.1	-0.2	0.4
CCc1ccc(Cn2nnc(C(=O)NCCc3ccccc3)c2N)cc1
  0.0	2.1	-7.1	-3.7
Cc1ccc(OCC(=O)NNC(=O)CC#N)c(C)c1
  0.0	-2.3	14.3	-33.0
COc1ccc(CCNC(=O)Cn2nc(C)n3c(cc4cc(C)ccc43)c2=O)c(OC)c1
  0.0	0.0	-4.2	-10.0
COc1ccc(-c2nc3sc(CCNC(=O)c4ccccc4)c(C)n3n2)cc1
  0.0	-2.2	10.9	-38.4
CCOCCCNC(=O)C(c1ccc(OC)cc1)N(C)c1ccccc1 (configuration not stated)
  0.6	-0.1	18.2	4.8

# Next part.
# The line under a structure holds: FBW7 activator	GPR151 ag	MITF primary	TEAD-YAP inh
O=C(NCc1ccco1)/C(=C/c1ccco1)NC(=O)c1ccco1
  0.1	2.7	-6.3	4.6
COCCNC(=O)[C@H]1C[C@@H](c2ccc(OC)cc2)NS(=O)(=O)N1C
  0.0	-0.3	-0.3	4.3
N#CC1=C(N)N(c2ccc([N+](=O)[O-])cc2)C2=C(C(=O)CCC2)C1c1ccc(Br)s1 (configuration not stated)
  0.4	-0.8	14.2	3.4
CCOC(=O)N(NC(=O)C(O)(CC)CC)c1ccccc1
  -0.1	0.2	3.4	5.9
Cc1ccc(S(=O)(=O)c2cc(O)ccc2O)cc1
  -0.1	0.5	8.7	-3.1
COC(=O)c1ccc(OCC(O)CN2CCN(c3cccc(C(F)(F)F)c3)CC2)cc1 (configuration not stated)
  0.1	-1.3	6.5	-4.2
COc1cccc(NC(=O)Cc2nnc(SCC(=O)Nc3cc(F)ccc3C)n2C)c1
  -0.2	4.0	-8.8	12.4
COC(=O)c1c(OC2CCCC2)cc(=O)n2c1CCN(Cc1ccoc1)CC2
  0.1	-2.0	11.3	0.5
O=C(NCc1ccncc1)/C(=C/c1ccc(-c2ccc(Br)cc2)o1)NC(=O)c1ccccc1
  0.0	3.7	-5.6	10.3
O=C(O)CSc1ccc2nnc(-c3ccncc3)n2n1
  0.0	-0.2	-0.1	-1.6
COCCOC(=O)C1=C(C)Nc2ncnn2C1/C=C/c1ccccc1 (configuration not stated)
  0.0	0.4	-7.7	2.1
O=C(CN1CCN(Cc2cccc(Cl)c2)C1=O)NC1CCCCCCC1
  0.0	0.7	1.4	9.2
COc1c(Cl)cc(Cl)cc1/C=C1/N=C(C)OC1=O
  0.0&0.1	-1.1&2.3	-0.7&-1.7	3.5&3.5
COCc1nnc(NC(=O)c2ncn[nH]2)s1
  -1.7	-0.9	20.3	-8.0
CCOC(=O)C1CCN(C(C)C(=O)NC23CC4CC(CC(C4)C2)C3)CC1 (configuration not stated)
  0.1	-0.2	-5.9	4.0
COc1cccc(C(=O)Nc2ccc([N+](=O)[O-])c(NC(=O)c3cccc(OC)c3)c2)c1
  -0.1	1.7	-9.2	0.6
CCOc1ccc(NC(=O)CSc2nc3ccsc3c(=O)n2-c2ccc(Cl)c(C)c2)cc1
  -0.2	2.5	-9.9	-1.6
CCOc1ccc2c(c1)sc(=NC(=O)COc1ccc(Cl)cc1Cl)n2C
  0.7	-0.7	0.5	-6.2
COc1ccc(-c2nc(Nc3ccccc3)c3ncn(CCN4CCCC4=O)c3n2)cn1
  0.8	1.8	9.1	10.0
COc1ccc(-n2c(CNC(=O)C34CC5CC(CC(C5)C3)C4)nnc2SC(C)C)cc1
  -0.1	0.7	1.9	-0.2

# The list goes on.
# The line under a structure holds: FBW7 activator	GPR151 ag	MITF primary	TEAD-YAP inh
Cc1cc(C)nc(SCC(=O)Nc2ccccc2Br)n1
  -0.1	-0.7	0.3	13.3
O=c1c2ccccc2nc(SCc2ccccc2F)n1C1CC1
  0.0	-0.6	5.1	0.8
CCOc1ccc(OCC)c(NC(=O)CSc2nnnn2C)c1
  0.1	0.4	5.6	0.9
COc1ccccc1C1Oc2ccccc2C2=C1C(c1cc(OC)c(OC)c(OC)c1)n1ncnc1N2 (configuration not stated)
  -0.1	-0.4	-7.6	-12.6
COc1ccc(S(=O)(=O)N(CC(=O)NCc2ccco2)C2CCCCC2)cc1OC
  -0.1	0.0	8.7	12.4
CCCCCOC(=O)C1=C(C)Nc2ncnn2C1c1cccs1 (configuration not stated)
  0.0	-0.2	2.2	2.0
O=C(CN1Cc2ccccc2C1=O)NCCN1CCC(Cc2ccccc2)CC1
  0.3	-1.4	-12.1	0.8
Cc1ccc(C(=O)Nc2nnc(C(C)(C)C)s2)cc1[N+](=O)[O-]
  0.7	-0.9	12.1	-3.9
COc1cccc(C(=O)N2c3cc(C)ccc3C(C)(c3ccccc3)CC2(C)C)c1 (configuration not stated)
  -0.3	0.5	-1.6	-13.1
Cc1nn(-c2ccccc2)c(CC(C)(C)C(=O)O)c1C(=O)O
  0.1	1.7	9.6	-0.8
Cc1ccccc1NC(=O)N1C2CCC1CC(O)(c1cccnc1)C2 (configuration not stated)
  0.2	2.2	5.0	12.1
COC(=O)c1ccc(-n2c(/C=C\c3ccc(F)cc3)nc3ccccc3c2=O)cc1
  0.3	-0.4	7.5	7.0
O=C(O)c1ccc(COc2ccc(Br)cc2CO)cc1
  0.9	1.1	12.2	3.4
C[C@@H]1CN(C(=O)c2nc3ccc(Cl)cn3c2CN2CCC[C@H]2CO)C[C@H](C)O1
  -0.1	-0.8	-15.7	-3.3
COc1ccc(CN2CCCN(Cc3ccc(OC)cc3)C2c2c(Cl)cccc2Cl)cc1
  -0.1	-0.9	7.2	-6.0
CCCOc1cccc(C(=O)Nc2ccc(N3CCN(C(=O)c4ccccc4)CC3)cc2)c1
  0.0	-1.3	-14.6	5.8
COc1ccc(F)cc1S(=O)(=O)N1CCN(c2ccccc2)CC1
  -0.2	-0.4	-2.9	3.7
O=C1CSc2ccc(C(=O)NC3CCCC3)cc2N1
  0.0	2.7	1.3	-0.2
CC(=O)Nc1ccc(Oc2ncc(-c3ccc(C)cc3)cn2)cc1
  0.1	1.1	11.9	-13.0
CN(C)c1ccc(S(=O)(=O)NCC(=O)NCC2CCCCC2)cc1[N+](=O)[O-]
  -0.1	1.5	-2.5	5.9

# Next part.
# The line under a structure holds: FBW7 activator	GPR151 ag	MITF primary	TEAD-YAP inh
COc1ccc(-c2noc(CN(C(=O)c3cccc([N+](=O)[O-])c3C)C(C)C)n2)cc1
  0.1	-0.7	-4.9	-12.2
Cc1ccc2c(c1)C1c3sc(=O)[nH]c3SCC1(CC(=O)O)C(=O)O2 (configuration not stated)
  0.0	2.7	-0.3	-3.0
Cc1c(C(=O)Nc2ccccc2F)sc2ncnc(N3CCc4ccccc4C3)c12
  -0.1	-0.8	5.8	-7.0
CC(C)N1CC=C2C(C#N)=C(N)C(C#N)(C#N)C(c3cccc(O)c3)C2C1 (configuration not stated)
  0.2	1.7	3.6	1.5
COc1ccc(-c2cc(C(F)(F)F)n3nc(C(=O)OC(C)C)c(Cl)c3n2)cc1OC
  -0.1	-0.3	2.4	-7.8
Cc1nn(C)c(C)c1NS(=O)(=O)c1ccc(C(C)(C)C)cc1
  -0.1	-0.1	-10.2	55.0*
Cc1cccc(C(=O)Nc2ccc(N)cc2)c1
  0.1	0.0	6.5	28.9
O=c1c2cc(Cl)ccc2[nH]c(=S)n1CCN1CCOCC1
  -0.1	-0.1	-1.0	6.1
Cc1cc(/C=N/NC=O)c(C)n1-c1ccc(I)cc1
  -0.4	1.1	1.0	-5.8
COCCNC(=O)CCN1C(=O)c2cccnc2Oc2ccc(C)cc21
  0.6	2.5	14.6	0.6
COc1cc2c(C(=O)N3CCCc4ccccc43)cn(C)c(=O)c2cc1OC
  0.0	-0.2	10.0	-2.0
COc1cccc(NC(=S)N(CCCN2CCN(C)CC2)Cc2ccco2)c1
  -0.1	1.5	2.6	0.6
COc1ccc(CN(C)CCc2ccccn2)cc1OCc1ccccc1
  0.1	1.8	62.4*	-13.8
C=CCO/N=C1\CC(C)(C)C(C(=O)OC)C(=O)C1C(=O)CCC (configuration not stated)
  0.7	-0.9	15.4	4.3
O=c1cc(CSc2nc3ncccc3[nH]2)nc2ccccn12
  0.1	-1.0	0.6	-16.5
Cc1[nH]ncc1-c1ccc(NC(=O)C(O)c2ccc(F)cc2)cc1 (configuration not stated)
  0.1	0.3	19.4	-30.6
Cc1ncc(CO)c2cc(C(=O)Nc3ccc(Cl)c(Cl)c3)c(=N)oc12
  0.4	0.6	18.9	-7.2
c1ccc(-c2cn[nH]c2C2CCN(C3CCOCC3)CC2)cc1
  -0.1	0.1	3.6	2.8
CC(=O)Nc1ccc(NS(=O)(=O)c2ccc(C)cc2)cc1
  -0.1	-0.6	2.4	-8.0
CCSc1sc(CC)cc1C1C(C(=O)Nc2ccccn2)=C(C)NC2=C1C(=O)CC(C)(C)C2 (configuration not stated)
  -0.1	-0.1	-1.6	2.9

# The list continues.
# The line under a structure holds: FBW7 activator	GPR151 ag	MITF primary	TEAD-YAP inh
C/C(=C\c1ccco1)CN1CCc2nnc(CCNC(=O)Cc3ccc(F)cc3)n2CC1
  0.1	0.8	-7.4	-8.2
NC(=O)c1ccc(NC(=O)CN2CCOCC2)cc1
  0.1	-0.1	-2.4	-2.4
O=c1nc(SCc2ccc(Br)cc2)c2c([nH]1)CCC2
  0.1	-0.4	6.0	4.5
CCOC(=O)c1ccc(NC(=O)COC(=O)c2cn(CC)c3nc(C)ccc3c2=O)cc1
  0.1	-1.1	-6.1	2.0
CCN(CC)CCNC(=O)Cc1nn(CC)c(=S)c2ccccc12
  -0.1	-0.1	1.1	7.0
COc1ccccc1N1CCN(C2CCCN(C(=O)CCn3nccc3C)C2)CC1 (configuration not stated)
  0.0	-0.3	-3.1	-3.5
CCOC(=O)CCCNC(=S)Nc1c(C)cccc1C
  -0.1	0.0	11.2	9.0
C=CCOc1ccccc1/C=C1\N=C(c2ccccc2)OC1=O
  0.6	2.4	13.5	-11.5
Cc1cc(C)c(C#N)c(Oc2ccc(F)cc2)n1
  0.5	-0.3	7.0	-10.7
CC1(C(=O)Nc2ncn[nH]2)CC1(Cl)Cl (configuration not stated)
  0.2	-0.2	15.7	7.2
c1ccc(CN(Cc2nc(-c3ccccc3)no2)CC2CC2)cc1
  0.3	0.4	1.1	-2.3
CC(C)(C)OC(=O)N1CCCC(c2nc3ccc(-c4ccncc4)cc3[nH]2)C1 (configuration not stated)
  0.1	0.6	5.0	-12.9
Cc1ccc(Cn2c(C)c(CNC3CCCC(C)C3C)c(C(=O)O)c2C)cc1 (configuration not stated)
  -0.1	0.1	23.7	2.5
Cc1ccc(NC(=S)c2ccncc2)c(C)c1
  -0.1&-0.1	-0.6&0.2	-9.8&-5.5	-0.8&-6.6
CC(=O)Oc1ccc(NC(=O)C2CCCCC2)c(C(=O)O)c1
  0.4	-0.7	16.0	10.7
C=C(C)Cn1c(NCCC)nc2c1c(=O)[nH]c(=O)n2C
  0.7	-1.0	1.2	2.6

# An excerpt of these results, with each value named.
COC(=O)c1ccc(-n2c(/C=C\c3ccc(F)cc3)nc3ccccc3c2=O)cc1
  FBW7 activator: 0.3 | GPR151 ag: -0.4 | MITF primary: 7.5 | TEAD-YAP inh: 7.0
O=C(O)c1ccc(COc2ccc(Br)cc2CO)cc1
  FBW7 activator: 0.9 | GPR151 ag: 1.1 | MITF primary: 12.2 | TEAD-YAP inh: 3.4
C[C@@H]1CN(C(=O)c2nc3ccc(Cl)cn3c2CN2CCC[C@H]2CO)C[C@H](C)O1
  FBW7 activator: -0.1 | GPR151 ag: -0.8 | MITF primary: -15.7 | TEAD-YAP inh: -3.3
COc1ccc(CN2CCCN(Cc3ccc(OC)cc3)C2c2c(Cl)cccc2Cl)cc1
  FBW7 activator: -0.1 | GPR151 ag: -0.9 | MITF primary: 7.2 | TEAD-YAP inh: -6.0

# Compound activity deposited in PubChem by The Scripps Research Institute Molecular Screening Center.
